# phage Ecoli inh: growth loss of phage-infected E. coli, primary screen, RecBCD inhibitor project, absorbance, with phage, HTS; inhibition, % at 11.9 µM; 0.26% of 360,000 active; in the data active = inhibition above about 11%
# DAGLB inhibitor: DAGLB lipase inhibitors, primary screen, biochemical, fluorescence, HTS; Diacylglycerol lipase-beta (Homo sapiens), Q8NCG7; HEK293T DAGLB membrane lysate, EnzChek fluorogenic substrate; inhibition, % at 5.17 µM; 0.059% of 340,000 active; in the data active = inhibition above about 34%;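 note: 0% = enzyme with vehicle and 100% = wells lacking enzyme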
# Target sequence (Q8NCG7 whole entry, looked up): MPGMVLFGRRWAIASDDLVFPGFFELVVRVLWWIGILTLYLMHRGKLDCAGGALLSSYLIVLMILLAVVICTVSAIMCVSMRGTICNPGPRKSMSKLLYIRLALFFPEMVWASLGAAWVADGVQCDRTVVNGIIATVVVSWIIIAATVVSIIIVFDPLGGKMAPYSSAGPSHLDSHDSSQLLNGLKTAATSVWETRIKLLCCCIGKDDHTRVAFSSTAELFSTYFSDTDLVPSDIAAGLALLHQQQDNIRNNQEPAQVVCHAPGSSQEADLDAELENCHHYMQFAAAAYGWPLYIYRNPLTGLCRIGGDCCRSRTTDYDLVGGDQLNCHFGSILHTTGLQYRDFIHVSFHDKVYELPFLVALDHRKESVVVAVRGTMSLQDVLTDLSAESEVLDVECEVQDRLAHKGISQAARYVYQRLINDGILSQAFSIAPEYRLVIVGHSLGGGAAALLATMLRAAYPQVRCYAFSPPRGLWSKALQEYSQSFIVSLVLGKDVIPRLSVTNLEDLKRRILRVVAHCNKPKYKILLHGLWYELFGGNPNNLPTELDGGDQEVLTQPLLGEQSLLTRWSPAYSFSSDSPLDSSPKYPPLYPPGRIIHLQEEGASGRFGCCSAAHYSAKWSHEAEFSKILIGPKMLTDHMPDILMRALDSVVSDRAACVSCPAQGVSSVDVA
# Rtt109 Vps75: inhibitors of C. albicans Rtt109/Vps75 HAT, primary screen, biochemical, ThioGlo CoA-SH fluorescence, plate reader; Histone acetyltransferase RTT109 (Candida albicans (strain SC5314 / ATCC MYA-2876)), …; purified Rtt109/Vps75, 4 h; inhibition, % at 34.9 µM; 0.16% of 330,000 active; AID 540336, 2011;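 active = inhibition of at least 50% in every replicate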
# Target sequence (Q5AAJ8 whole entry, looked up): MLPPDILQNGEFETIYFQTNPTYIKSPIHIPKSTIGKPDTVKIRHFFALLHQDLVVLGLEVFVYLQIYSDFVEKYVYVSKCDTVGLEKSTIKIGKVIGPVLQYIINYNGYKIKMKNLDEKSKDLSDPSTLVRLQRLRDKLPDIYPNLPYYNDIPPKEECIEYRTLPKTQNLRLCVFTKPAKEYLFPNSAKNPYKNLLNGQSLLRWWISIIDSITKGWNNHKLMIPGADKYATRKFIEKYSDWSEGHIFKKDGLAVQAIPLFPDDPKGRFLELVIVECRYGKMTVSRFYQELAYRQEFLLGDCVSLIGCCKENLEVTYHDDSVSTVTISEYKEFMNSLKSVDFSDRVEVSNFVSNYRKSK
# PfHsp90 set2: growth inhibition of PfHsp90-expressing yeast, primary screen, antimalarial PfHsp90 inhibitor project, S. cerevisiae, BacTiter-Glo luminescence, single point, set 2 | BacTiter-Glo ATP, 48 h; yeast lacking PDR1 and PDR3 efflux regulators | inhibition, % at 9.4 µM | 0.32% of 310,000 active;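 active = every replicate shows inhibition above about 80%, whatever the replicate mean, limit read from the data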;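 note: 0% = DMSO neutral controls and 100% = 20 µM radicicol positive controls; yeast relying on Plasmodium falciparum Hsp90 in place of its own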
# Tat transport: E. coli Tat export inhibitors, primary screen, MC4100, TorA-mCherry reporter, fluorescence, single point | inhibition, % at 10 µM | 0.036% of 340,000 active | AID 488895, 2010;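 active = mean replicate inhibition at least 50% and at least half of replicates individually reaching 50%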;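 note: exported cargo escapes ClpAP degradation while cytoplasmic cargo is degraded and loses fluorescence; 0% = median of neutral control wells and 100% = median of NaSCN control wells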
# Ecoli viability: E. coli V3065 growth inhibition, primary screen, counter-screen for AddAB inhibitor project, absorbance, OD600. 18 h. inhibition, % at 11.9 µM. 0.27% of 330,000 active;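 active = inhibition above the campaign's mean inhibition across all tested compounds plus 3 SD, cut at about 9.9% in these data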;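 note: uninfected addAB+ strain grown without phage in ampicillin broth; 0% = DMSO wells and 100% = ciprofloxacin 0.95 µg/ml wells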
# AddAB inh: growth inhibition of E. coli expressing H. pylori AddAB, primary screen, AddAB inhibitor project, absorbance | 0.29% of 330,000 active | inhibition, % at 11.9 µM; in the data active = inhibition above about 12%;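 note: 0% = vehicle wells of infected cells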
# PvdQ inh: P. aeruginosa PvdQ acylase inhibitors, primary screen, biochemical, fluorescence, plate reader and imaging, single point; PvdQ acylase [Pseudomonas aeruginosa LESB58]; purified PvdQ acylase; 0.063% of 340,000 active; inhibition, % at 10 µM; in the data active = inhibition above about 30%, passing the limit was not always enough;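 note: 0% = vehicle neutral wells and 100% = reference inhibitor wells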
# Wnt bcat act: Wnt/beta-catenin pathway activators, primary screen, cell-based, plate reader, single point | Wnt/beta-catenin reporter cell assay, activator | activation, % at 9.35 µM | 1.2% of 300,000 active; in the data active = activation above about 30%, passing the limit was not always enough;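 note: 0% = neutral control wells and 100% = positive control wells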
# CAL PDZ inh: CAL PDZ peptide-binding inhibitors, primary screen, biochemical, fluorescence polarization, Cer-tagged CAL PDZ, HTS; Golgi-associated PDZ and coiled-coil motif-containing protein (Homo sapiens), Q9HD26; inhibition, % at 20 µM; 0.02% of 330,000 active; purified CAL PDZ, TMR-peptide fluorescence polarization, 1 h; AID 504414, 2011;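 active = highest replicate inhibition of at least 40%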;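 note: plate controls were DMSO neutral control wells for no effect and unlabeled competitor peptide control wells for full effect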
#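 System: purified tagged CAL PDZ domain construct (CerCALP). Schedule: 1 h incubation at room temperature before polarization reading. Medium: 25 mM sodium phosphate pH 7.4, 150 mM NaCl, TCEP, IgG, Thesit. Read-out: percent inhibition from loss of millipolarization. Measured by: FP readout, S and P plane fluorescence. Probe or stimulus: fluorescent TMR peptide probe.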
# Numbers without * were called inactive; x = no result given.
Structure	Tat transport	DAGLB inhibitor	Rtt109 Vps75	Ecoli viability	AddAB inh	phage Ecoli inh	CAL PDZ inh	PfHsp90 set2	PvdQ inh	Wnt bcat act
C=CCn1c(Oc2ccc(C(=O)OC)cc2)nc2c1c(=O)n(C)c(=O)n2C	-3	1	1	0.3	4.2	2.8	x	0	-9	x
O=C(CNC(=O)c1ccccc1)OCN1C(=O)c2ccccc2C1=O	-3	2	0	x	x	4.1	-2.8	x	-15	1
Cc1n[nH]c(C)c1S(=O)(=O)N1CCN(C(=O)c2ccco2)CC1	-4	-4	-3	1.0	6.5	2.3	-0.7	-3	-2	-2
N/C(=N\OC(=O)/C=C/c1ccccc1Cl)c1ccccn1	6	0	7	-0.3	-1.1	4.6	-2.1	-19	-9	-7
COc1ccc(C(=O)N2CCc3c([nH]c4ccccc34)C2C(F)(F)F)cc1 (stereo unspecified)	28	-8	-5	-0.1	0.3	3.6	0.7	-2	-1	-3
CCn1c(N2CCN(C(=O)c3ccco3)CC2)nc2ccccc21	-1	-1	-7	-1.1	1.0	1.6	-0.9	3	-20	-2
CC(=O)Nc1ccc(NC(=O)CCOc2cc(C)ccc2C)cc1	-3	-4	3	0.9	5.0	1.2	-3.2	-103	-1	-4
O=C(NCc1ccccc1Br)c1cccc2c1C(=O)c1ccc(-c3ccc(OC(F)(F)F)cc3)cc1S2(=O)=O	5	-2	-4	0.5	2.4	x	-0.8	-25	0	x
O=C(Nc1ccccc1N1CCN(C(=O)c2ccc(Cl)cc2)CC1)c1cc2ccccc2o1	4	-8	7	-3.0	0.5	1.3	0.1	-10	16	-1
Fc1ccccc1OCCSc1ncnc2nc[nH]c12	0	3	-2	-0.9	3.5	3.5	-2.9	0	-7	9
COc1ccc(CNC(=O)C2CCC(=O)N2C(C)C)c(OC)c1 (stereo unspecified)	-3	-3	x	2.3	1.7	1.4	-3.1	-5	8	-1
O=C(NCc1ccco1)/C(=C/c1ccc(Cl)cc1)NC(=O)c1ccco1	2	0	-1	0.1	-0.6	-2.2	-1.8	4	-5	1

# Whole records, quoted from the list.
# Cc1n[nH]c(C)c1S(=O)(=O)N1CCN(C(=O)c2ccco2)CC1 as listed: Tat transport: -4; DAGLB inhibitor: -4; Rtt109 Vps75: -3; Ecoli viability: 1.0; AddAB inh: 6.5; phage Ecoli inh: 2.3; CAL PDZ inh: -0.7; PfHsp90 set2: -3; PvdQ inh: -2; Wnt bcat act: -2
# CCn1c(N2CCN(C(=O)c3ccco3)CC2)nc2ccccc21 as listed: Tat transport: -1; DAGLB inhibitor: -1; Rtt109 Vps75: -7; Ecoli viability: -1.1; AddAB inh: 1.0; phage Ecoli inh: 1.6; CAL PDZ inh: -0.9; PfHsp90 set2: 3; PvdQ inh: -20; Wnt bcat act: -2

# (more compounds)
Structure	Tat transport	DAGLB inhibitor	Rtt109 Vps75	Ecoli viability	AddAB inh	phage Ecoli inh	CAL PDZ inh	PfHsp90 set2	PvdQ inh	Wnt bcat act
NC(=O)Nc1cc(Cl)ccc1Cl	7	2	0	2.3	4.2	-0.2	-0.5	0	-13	0
COc1ccc(C(=O)N2CCN(C(C)=O)CC2)cc1S(=O)(=O)NCc1ccc(Cl)cc1	2	-3	3	0.7	0.8	2.2	-2.4	1	-7	x
CCc1ccccc1NC(=O)C1CCCN(S(=O)(=O)c2c(C)noc2C)C1 (stereo unspecified)	14	0	-1	-0.8	3.6	2.3	0.5	-7	-12	0
CN1C(=O)CSc2ccc(NC(=O)NCc3cccnc3)cc21	0	-1	-2	1.2	2.7	4.4	-3.4	-10	-10	-1
Cc1cc(=O)oc2cc(OCC(=O)N3CCN(C(=O)C4COc5ccccc5O4)CC3)c(Cl)cc12 (stereo unspecified)	-8	1	-1	-0.7	1.3	2.4	-0.9	-20	-15	0
Cc1ccc(S(=O)(=O)N/N=C/c2ccc(C(=O)O)cc2)cc1	-11	-2	-11	2.2	0.5	1.9	-1.5	-7	-9	x
CC(Nc1nc(-c2ccc(F)cc2)cs1)c1nc2cc(Cl)c(Cl)cc2n1CCCO (stereo unspecified)	14	2	10	-1.2	-1.3	2.5	-0.4	-6	5	-3
CCOc1ccc(CCNC(=O)c2cc(C)nc3ccccc23)cc1OCC	-5	0	-6	0.2	0.6	1.2	-1.9	30	-8	-2
COc1ccc(C(=O)NCCN2CCCC2)cc1[N+](=O)[O-]	-5	1	-5	0.2	-0.3	-0.1	-0.9	6	-7	0
Cc1ccc(CSCCNC(=O)c2cccc([N+](=O)[O-])c2)cc1	-7	-5	-1	0.3	2.4	1.2	-1.1	6	4	-1
COc1cccc(NC2=CC(=O)CC(C)(C)C2)c1	-8	3	-2	1.4	2.8	3.0	-1.1	-4	3	0
CNC(=S)NNC(=O)Cc1ccc(OC)c(OC)c1	-1	1	-27	-1.2	0.9	4.5	-0.3	-9	7	x
Cc1nnc(SCC(=O)N/N=C/c2ccc(-c3ccc(C)c(Cl)c3)o2)s1	8	-4	-4	-2.0	3.2	3.0	-1.8	-23	-6	x
Cc1ccc2c(c1)N(Cc1cccc(C#N)c1)C=NS2(=O)=O	-6	-3	9	-2.6	0.3	0.2	-0.4	-20	-8	-1
Cc1cc(-c2csc(N)n2)c(C)n1-c1ccc(Cl)c(Cl)c1	-6	14	18	-1.4	1.2	5.0	0.5	-19	-8	1
COc1ccc(NC(=O)CSCC(=O)NCc2cccc(C(F)(F)F)c2)cc1	0	-3	-4	0.0	1.0	1.4	-0.2	-2	-2	-6
CC1(C)CC(=O)C(N=Nc2cc(Cl)c(Cl)c(Cl)c2)=C(O)C1	-1	-9	-8	-1.0	0.1	1.6	-2.3	-1	-8	3
COc1ccc(N(C(=O)c2ccco2)C(C(=O)NC2CCCC2)c2cc(OC)c(OC)c(OC)c2)cc1 (stereo unspecified)	0	-2	1	-0.8	3.1	0.9	-3.6	17	-4	0
CC1C(=O)N2CCCc3cc(S(=O)(=O)Nc4ccccc4F)cc1c32 (stereo unspecified)	-6	3	2	0.3	0.6	3.5	-1.6	15	-16	-3
CCOc1ccc(OCC)c(NC(=O)CCn2c(=O)oc3ccccc32)c1	-5	-2	8	-1.3	2.6	1.1	-1.4	14	-10	10
O=C(c1ccc(S(=O)(=O)N2CCCCCC2)cc1)N1CCN(c2ccccc2)CC1	1	1	0	-1.9	4.4	-0.2	-1.2	-5	2	0
CCc1c(C)nc(SC(C(=O)O)c2ccccc2)c(C#N)c1C (stereo unspecified)	-1	1	-7	3.8	2.7	2.4	-1.8	-9	0	-2
Cc1cccc([C@@H]2[C@@H]3C(=O)N(Cc4ccccc4)C(=O)[C@@H]3[C@]3(C)C(=O)N(c4cccc(Cl)c4)C(=O)N23)c1	9	-3	-4	-1.5	2.3	2.6	-0.6	-29	-13	-6
c1ccc2[nH]c(-c3cscn3)nc2c1	-4	2	-1	2.2	-0.2	4.4	-0.8	8	-3	9
Cc1ccc(OCC(=O)Nc2cc(C(C)(C)C)on2)cc1C	8	-9	-6	-0.2	0.9	3.3	-2.0	0	-10	9
c1ccc(-c2csc3nnc(SCc4ccc5c(c4)OCO5)n23)cc1	3	-2	1	1.2	4.3	1.4	-1.4	-5	17	3
C/C(=N/NC(=O)c1ccc(C(C)(C)C)cc1)c1cccnc1	x	x	x	0.2	-0.3	0.4	x	x	x	3
COc1cc(C=c2c3ccccc3n3c2cc(-c2ccccc2)[n+]3C)cc(OC)c1OC	-71	3	7	x	x	-1.9	3.0	-12	-13	-3
CC(=O)Nc1ccc(SC[C@H](C)CN2CC[C@H](O)CCC2=O)cc1	-4	-2	10	-1.1	2.5	1.5	0.9	12	-16	0
CCC(=O)c1ccc(OCC(=O)OCC(=O)Nc2cccc(S(=O)(=O)N3CCOCC3)c2)cc1	-1	-3	-2	x	x	2.9	-0.4	0	-11	0
CC(=O)NC1(C(F)(F)F)NC(=O)N(CC(C)C)C1=O (stereo unspecified)	-2	0	-6	1.3	2.9	-1.4	-1.7	20	-15	-3
Nc1ccccc1-c1nnc(SCC(=O)Nc2ccccc2OC(F)F)[nH]c1=O	8	5	5	-1.9	-1.9	2.7	-0.8	x	-16	-6
Cc1ccc(S(=O)(=O)NCCC(=O)NCc2ccccn2)cc1	3	-1	26	0.1	0.3	1.0	-1.8	-8	15	-2
Cc1cc(SCC(=O)NCC(c2cccs2)N2CCOCC2)c(C)cc1Br (stereo unspecified)	4	0	10	1.5	2.1	-2.7	-0.7	13	-11	0
COc1cc(NC(=S)N2CCCC(CO)C2)cc(OC)c1 (stereo unspecified)	3	0	0	1.5	1.7	0.8	0.1	2	-7	0
Cc1ccc(/C=C(\C#N)C(=O)Nc2ccccn2)o1	16	-1	-7	1.1	-0.8	2.9	11	-11	-7	20
N=c1ccn(Cc2cccc(F)c2)cc1	x	x	x	1.8	1.4	1.5	x	x	x	2
CC(C(=O)Nc1ccccc1)N(C)CCOc1ccccc1 (stereo unspecified)	-19	-6	-4	-0.2	2.2	-1.1	-2.0	-5	-8	-3
CCOC(=O)CSc1nnc(Cn2nnc3ccccc32)n1-c1ccc(F)cc1	x	x	x	-1.8	0.8	0.1	x	x	x	4
CCOc1ncccc1C(=O)OCC(=O)Nc1ccc(C)c(S(=O)(=O)N2CCOCC2)c1	-11	3	-3	-3.6	-0.5	5.8	0.8	-3	-11	-2
Cc1ccc(NC(=O)c2ccc(CSc3nnc(-c4ccncc4)n3C)cc2)c(C)c1	-2	-4	1	1.8	-4.5	2.0	-0.2	-17	-8	0
S=C(NCC1CCCO1)N1CCN(c2nc(-c3ccccc3)cs2)CC1 (stereo unspecified)	0	-7	2	0.2	8.2	-0.7	6.6	3	3	4
Cn1c(CC(=O)Nc2ccccc2F)nnc1SCC(=O)NC1CCCCC1	-11	0	0	-1.4	4.2	-0.3	-0.1	17	-15	-2
CCc1c(C)sc(NC(=O)c2cc(-c3ccc(O)cc3)on2)c1C#N	16	-1	0	0.3	2.0	3.0	-0.9	-17	2	-16
O=C(NNC(=O)c1sccc1-n1cccc1)c1ccccc1	-12	2	-4	-3.6	2.4	0.3	-1.0	5	8	-2
Cc1cccc(NC(=S)N(CCCN2CCOCC2)Cc2ccccn2)c1	3	-2	-1	-2.3	4.8	4.5	-0.3	-21	-4	x
CCn1cc([N+](=O)[O-])c(C(=O)Nc2ccc(Br)cn2)n1	4	1	9	-2.3	-1.4	1.3	x	x	-1	x
CC(=O)c1ccc(NC(=O)C2CCCN(c3ncnc4c3nc3n4CCCCC3)C2)cc1 (stereo unspecified)	4	-1	-1	-0.4	0.9	-0.3	-2.5	17	-5	3
CC(=O)c1ccc2c(c1)C1C=CCC1C(C(=O)O)N2 (stereo unspecified)	-2	x	18	x	x	1.2	1.1	-24	9	1
N#Cc1nc(Cc2ccccc2)oc1N1CCCC1	0	-3	-9	0.8	1.4	1.9	-1.7	13	-7	15
O=C(Nc1cccnc1Cl)c1cccc(S(=O)(=O)N2CCOCC2)c1	-1	-2	0	x	x	2.3	-1.5	-11	4	-1
